bovine MsrA act: bovine methionine sulfoxide reductase A activation. purified bovine MsrA, absorbance read-out. AID 602163. hit rate 0.3% among 360,000. activation, % at 10.6 µM; in the data active = activation above about 7.5%;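 also: 0% = vehicle and 100% = reference activator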
DNMT1 inh: blocks human DNA methyltransferase DNMT1 | DNMT1 molecular beacon, Hinp1I cleavage, fluorescence | hit rate 0.83% among 360,000 | AID 588458 | P26358 | inhibition (reported as % activation of signal), % at 10 µM; in the data active = inhibition above about 50%
Target sequence (P26358 504-1616 limits assumed): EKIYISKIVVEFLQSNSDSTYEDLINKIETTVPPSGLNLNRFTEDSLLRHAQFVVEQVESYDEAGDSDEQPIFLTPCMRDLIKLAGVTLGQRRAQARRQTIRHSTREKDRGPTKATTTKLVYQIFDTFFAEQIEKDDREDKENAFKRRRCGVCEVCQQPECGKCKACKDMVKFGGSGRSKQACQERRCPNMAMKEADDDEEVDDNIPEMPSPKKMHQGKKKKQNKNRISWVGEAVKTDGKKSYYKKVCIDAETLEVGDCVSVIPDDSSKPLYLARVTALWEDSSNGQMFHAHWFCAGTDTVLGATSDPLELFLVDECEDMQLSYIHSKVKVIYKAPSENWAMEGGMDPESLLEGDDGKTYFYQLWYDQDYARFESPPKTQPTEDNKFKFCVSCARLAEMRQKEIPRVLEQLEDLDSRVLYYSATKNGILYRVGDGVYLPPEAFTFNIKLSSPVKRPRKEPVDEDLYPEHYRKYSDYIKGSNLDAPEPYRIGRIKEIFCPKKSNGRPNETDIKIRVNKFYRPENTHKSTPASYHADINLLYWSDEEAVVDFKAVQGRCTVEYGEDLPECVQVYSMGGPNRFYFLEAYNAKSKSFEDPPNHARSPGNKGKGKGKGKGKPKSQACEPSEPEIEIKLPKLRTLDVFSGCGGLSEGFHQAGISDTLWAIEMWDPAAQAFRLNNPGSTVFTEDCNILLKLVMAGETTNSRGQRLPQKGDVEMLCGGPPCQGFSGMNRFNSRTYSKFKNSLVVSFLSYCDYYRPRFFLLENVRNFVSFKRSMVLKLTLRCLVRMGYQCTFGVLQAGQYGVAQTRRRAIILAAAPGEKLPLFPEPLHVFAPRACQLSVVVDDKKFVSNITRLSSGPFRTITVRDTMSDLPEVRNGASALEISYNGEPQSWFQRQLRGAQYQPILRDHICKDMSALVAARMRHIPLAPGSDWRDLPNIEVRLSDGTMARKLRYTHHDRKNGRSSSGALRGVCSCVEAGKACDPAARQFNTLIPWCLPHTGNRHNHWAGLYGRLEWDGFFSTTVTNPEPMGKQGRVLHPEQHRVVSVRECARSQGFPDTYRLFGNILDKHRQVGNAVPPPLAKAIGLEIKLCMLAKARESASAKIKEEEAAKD
TbMetRS inhib: blocks T. brucei methionyl-tRNA synthetase activity; purified T. brucei MetRS, ATP depletion, Kinase-Glo luminescence; inhibition, % at 11.9 µM; hit rate 0.4% among 360,000; AID 624268;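 active = inhibition above a per-plate cutoff of the control wells' mean inhibition plus 3 SD, cut at about 5.5% in these data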;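 also: 0% = DMSO wells median and 100% = median of wells with control inhibitor compound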
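assay system = parasite MetRS enzyme | timing = 15 min preincubation, 2 h reaction, all 25 °C | evaluation = percent inhibition relative to median high and low control wells | medium = HEPES buffer containing pyrophosphatase, BSA, spermine, DTT | compound = single dose, 11.9 µM final nominal, 0.9% final DMSO | detection = Kinase-Glo luminescence, ATP depletion format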
eLon inh: inhibitors of E. coli Lon protease | P0A9M0 | hit rate 0.42% among 360,000 | purified E. coli Lon protease, fluorescence polarization | inhibition, % at 7.94 µM; in the data active = inhibition above about 13%, passing the limit was not always enough;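 also: 0% = enzyme with probe and DMSO and 100% = no enzyme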
MsrA inh: inhibits bovine methionine sulfoxide reductase A; purified bovine MsrA, absorbance read-out; inhibition, % at 15.5 µM; hit rate 0.75% among 360,000; in the data active = inhibition above about 4.5%;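 also: 0% = vehicle wells with enzyme and 100% = reference inhibitor wells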
LMPTP inh: blocks human LMPTP phosphatase | inhibition, % at 20 µM | AID 651560 | P24666 | hit rate 0.22% among 360,000 | recombinant LMPTP-A, OMFP fluorogenic substrate, fluorescence intensity;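 active = compounds that cut the enzyme signal by at least half of the control window in the single-dose screen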;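 also: plate controls were DMSO wells with enzyme plus substrate for no effect and substrate without enzyme for full effect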
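Test system – LMPTP-A enzyme · Amount – LMPTP-A at 0.625 nM final in the reaction · Buffer or medium – Bis-Tris pH 6.0, DTT, detergent · Reagent – OMFP 400 µM · Doses – single 20 µM dose · Schedule – reaction 50 min, room temperature, dark · Detection – fluorescence intensity of OMFP turnover product · Evaluation – percent inhibition versus substrate-only and uninhibited controls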
STEP inh: STEP (human) phosphatase inhibition. recombinant STEP, OMFP fluorogenic substrate, fluorescence. inhibition, % at 20 µM. P54829. hit rate 0.25% among 360,000;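 active = inhibition at 20 µM, scaled per plate between control wells, above about 37%, limit read from the data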;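 also: 0% = DMSO with enzyme and substrate and 100% = substrate only without enzyme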
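Material: STEP (striatal-enriched tyrosine phosphatase) enzyme, cell-free | Medium: 50 mM Bis-Tris pH 6.0 with 2.5 mM DTT and 0.005% Tween 20 | Read-out: Percent inhibition scaled to no-enzyme and uninhibited-enzyme controls, plate-pattern corrected | Signal: Fluorescence read at 480 nm ex / 540 nm em | Times: 20 min reaction, room temperature, in the dark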
NRP1-CendR mod: alters CendR peptide binding to human NRP-1; FAM-RPARPAR peptide binding to NRP-1, fluorescence polarization; inhibition, % at 25 µM; hit rate 0.85% among 360,000; AID 602438;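 active = inhibition or corrected inhibition above about 18%, plus a signal ratio from 0.5 to 1.5, limit read from the data, passing the limit was not always enough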; also: strong numbers were not always called active
Scp1 inh: blocks human Scp-1 phosphatase activity. Recombinant Scp1, phosphopeptide, malachite green phosphate absorbance. Q9GZU7. hit rate 0.88% among 340,000. AID 493091. inhibition, % at 20 µM;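 active = inhibition above about 50% at 20 µM, limit read from the data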;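 also: plate controls were DMSO wells with enzyme for no effect and wells lacking enzyme for full effect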
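Test system: SCP-1 phosphatase catalytic domain, residues 76-261; measured by: colorimetric phosphate reagent with accelerator and stabiliser, absorbance at 630 nm; timing: enzyme reaction 45 min at room temperature, colour 5 min, stabilisation 30 min; also added: Phosphorylated 17-residue peptide substrate; compound dosing: one concentration, 20 µM, with 1.0% DMSO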
SUMO1-SIM PPI: SUMO1-SIM interaction modulation; hit rate 0.33% among 360,000; inhibition, % at 20 µM; AID 602429; SUMO1 binding to a labelled peptide, TR-FRET, 1 h; P63165; in the data active = inhibition above about 37%
Active calls of the source: *; nt = no result given. Compounds were not picked by outcome. Share with any hit: about 4.3%.

SMILES	bovine MsrA act	DNMT1 inh	TbMetRS inhib	eLon inh	MsrA inh	LMPTP inh	STEP inh	NRP1-CendR mod	Scp1 inh	SUMO1-SIM PPI
CCOC(=O)Cn1nc(NC(=O)COc2ccc(F)cc2)cc1C	-3	1	-0.2	5	-0.1	0.0	-1	7	-3	-6
Cc1ccc(CNC(=O)CC2(CC3=NS(=O)(=O)c4ccccc4N3)CCCC2)cc1	-1	-2	0.3	-4	-1.2	0.1	-2	-6	-15	4
COc1ccc(CCC(C)NCc2cccc(Br)c2)cc1 (stereo not drawn)	0	3	-0.4	-8	0.9	-3.1	-2	0	4	0
COc1cccc(CNC(=O)N[C@@H](CC(C)C)C(=O)O)c1	0	1	-0.4	5	-0.8	0.2	3	-7	-2	8
CC(C)C(=O)Nc1nc2cc3c(cc2s1)OCCO3	-3	0	-0.9	8	0.3	0.5	-2	4	3	-1
O=C(CN1CCN(C/C=C/c2ccccc2)CC1)Nc1ccccc1C(=O)NC1CC1	-3	-1	0.1	3	0.0	-3.3	-1	-9	-2	4
COCCNCc1cc(C)n(-c2cc(S(=O)(=O)N3CCOCC3)ccc2N2CCCC2)c1C	-3	4	0.4	11	0.0	-1.2	2	-2	-5	-2
O=C(NNC(=O)C1CCN(S(=O)(=O)c2ccccc2)CC1)c1ccccc1O	-4	2	-0.4	5	0.3	-1.8	3	6	-8	3
N=c1c2c3c(sc2ncn1N)CCCC3	-1	-3	-1.4	0	-1.1	1.9	-1	-4	3	2
OC(CNCc1ccccc1F)COc1cccc2ccccc12 (stereo not drawn)	0	-2	-0.5	-1	0.0	-0.8	1	-3	-1	6
O=S(=O)(NCc1ccccn1)c1cc(OCC(F)(F)F)ccc1OCC(F)(F)F	-1	1	-0.2	2	-0.6	-1.6	-3	12	1	0
COc1ccc(S(=O)(=O)NCCCCOc2ccc(Cl)cc2)cc1	-5	-5	-1.1	-18	0.5	1.6	0	1	-4	1
CC1CCCN(S(=O)(=O)c2ccc([N+](=O)[O-])cc2)C1 (stereo not drawn)	-1	1	-0.2	-2	0.1	-0.9	0	9	-4	-34
O=C(C[C@H]1C/C=C\C[C@H](NC(=O)OCC2c3ccccc3-c3ccccc32)C(=O)OC[C@H]2CCCN2C1=O)NCCO	-1	5	-0.4	7	-0.1	5.7	1	-1	4	-2
O=C(c1cccc(C(F)(F)F)c1)C1CCCN(C(=O)/C=C/c2cnc[nH]2)C1 (stereo not drawn)	-2	1	-0.2	1	0.1	-0.9	-1	-3	-10	6
CCS(=O)(=O)N1Cc2ccccc2CC1C(=O)Nc1ccc(OC)cc1 (stereo not drawn)	-6	-13	0.2	-5	0.0	-0.3	-2	7	-6	-2
O=C(Nc1cccc(Cl)c1)c1ccc(Cn2cc(Cl)cn2)cc1	-1	0	0.0	4	-0.8	-0.3	-2	-33	-8	-3
Cc1cc(=O)oc(C)c1C(=O)N1CCN(Cc2ccc3c(c2)OCO3)CC1	2	0	0.2	7	0.8	1.0	3	0	4	0
CCC(C)[C@H](NC(=O)NCc1ccccn1)C(=O)OC (stereo partly drawn)	-11	0	-1.5	-6	1.9	2.2	-1	-4	-1	-2
NCCCC[C@@H]1NC(=O)c2cc([N+](=O)[O-])cc(F)c2NCCCC[C@@H](C(N)=O)NC(=O)[C@H](CCC(N)=O)NC1=O	-8	-21	-0.2	-5	2.7	-7.8	-4	2	5	-137
COc1cc([N+](=O)[O-])ccc1NC(=O)COC(=O)c1n[nH]c2ccccc12	-5	-11	-0.3	-3	0.4	0.9	-6	-26	-8	-21
CCO[C@@H]1OC(C(N)=O)=C[C@H](C(C)(C)C)[C@H]1CCCO	-6	2	-0.2	-3	-1.4	-1.5	-3	-3	-8	-3
COC(=O)c1cc(OC)c(OC)cc1N=CC1=C(O)CC(C)(C)CC1=O	-4	-1	-1.4	-14	1.4	0.5	0	5	0	2
COc1ccc(OC)c(NC(=O)CN2C(=O)NC(C)(c3ccc4c(c3)OCCO4)C2=O)c1 (stereo not drawn)	0	-3	-0.2	-2	0.7	-1.0	-1	10	-6	4
CC(C)(C)C(=O)CNCC(=O)C(C)(C)C	0	-3	0.5	6	-0.8	0.8	-1	4	1	-1
More structures
SMILES	bovine MsrA act	DNMT1 inh	TbMetRS inhib	eLon inh	MsrA inh	LMPTP inh	STEP inh	NRP1-CendR mod	Scp1 inh	SUMO1-SIM PPI
O=C(N/N=C/C=C\c1ccccc1[N+](=O)[O-])c1ccncc1	-7	11	-0.2	-6	2.6	-0.5	-2	3	-5	-17
O=[N+]([O-])c1ccc(O)c(C=Nc2ccc3nc(-c4ccccc4)[nH]c3c2)c1	-2	-10	0.5	3	1.9	1.6	0	-54	-8	-3
COCCn1c(=O)[nH]c(=O)c2cc(C(=O)c3cc(OC)ccc3O)cnc21	0	1	0.3	5	1.0	0.5	-4	-17	-12	2
CN(C)c1cccc(C(=O)N2CCCC(CCC(=O)NCc3ccccc3F)C2)c1 (stereo not drawn)	-5	1	-0.5	-1	0.0	-1.1	3	6	-5	-2
C=CCSc1nnc(CNS(=O)(=O)c2ccc(C)cc2)n1C	-4	1	0.1	13	-0.6	-2.2	0	12	-5	-3
Cc1cccc(OCc2nnc(SCC(=O)NC3CCCC3)n2C)c1	-2	0	-0.4	-2	-1.3	-2.0	-1	14	-5	-2
CS(=O)(=O)NCc1ccc(C(=O)NC2CCCCC2)cc1	-2	2	-0.6	4	nt	0.0	-1	-8	-5	0
COC(=O)c1cc(NS(=O)(=O)c2ccc(N3CCC(C)CC3)c([N+](=O)[O-])c2)cc(C(=O)OC)c1	0	-5	0.5	3	-0.3	5.1	1	8	-10	-18
CCc1ccc(N2C(=O)C3CCCN3C2=S)cc1 (stereo not drawn)	0	1	-0.6	6	0.0	-0.1	-3	-13	-8	2
COC(=O)C[C@@H]1C=C[C@H](NC(=O)Cc2ccccn2)[C@@H](CO)O1	nt	nt	-0.4	nt	-0.6	-1.8	nt	14	nt	0
COCC(=O)N1CCC(n2nnc3cc(F)ccc32)CC1	-3	1	0.1	-4	-0.2	-1.2	-3	-2	-8	1
COc1ccc(C2CC(c3cccs3)=NN2C(=O)COC(=O)C2CCCCC2)cc1OC (stereo not drawn)	-2	1	0.5	-2	1.6	6.0	0	-9	-15	-3
COCCCNC(=O)[C@H](CSCc1ccccc1)N1Cc2ccccc2C1=O	-4	0	0.5	2	0.6	-1.4	-1	-4	-6	0
O=C(Cc1ccccc1F)Nc1cc(S(=O)(=O)N2CCCCC2)ccc1N1CCOCC1	-1	-3	-0.3	2	1.9	0.0	0	-2	nt	-1
CCC(C(=O)O)n1nnc(-c2ccc(-c3ccc(OC)cc3)cc2)n1 (stereo not drawn)	-3	0	-1.0	-8	-0.6	-1.3	-1	5	-5	3
Cc1cc(N=Cc2c(O)ccc3cc(Br)ccc23)no1	-1	-3	0.0	23	-0.4	-0.1	4	-53	-40	-15
O=C(C[C@H]1CC[C@@H](NC(=O)C2CC2)[C@@H](CO)O1)NCc1ccccc1Cl	nt	nt	0.0	nt	-0.8	-0.3	nt	15	nt	4
COc1cccc(OCC(=O)NN=C2c3ccccc3-c3ccccc32)c1	-12	4	-1.4	5	-0.5	3.0	0	-6	5	-13
COc1cc(C[C@@H]2C(=O)OC[C@H]2Cc2ccc(OC)c(OC)c2)ccc1O	11*	3	0.0	1	0.4	-0.9	-2	-14	-4	4
O=C(COC(=O)c1cccc(S(=O)(=O)N2CCCCC2)c1)NCc1ccccc1	-10	2	-0.6	11	-0.6	0.5	3	5	7	0
C/C(=N\NC(=O)c1cccc(C)c1O)c1ccc(NC(=O)Cc2ccccc2)cc1	-1	2	0.3	-2	0.4	-0.3	2	-6	-9	-1
COc1cccc(NC(=O)CN(C)C(=O)/C=C/c2ccc3ccccc3n2)c1	-9	-13	-0.1	-10	0.1	2.7	-1	-11	6	-13
Cc1cc(C)nc(SC(C(=O)O)c2ccccc2)n1 (stereo not drawn)	-13	0	-1.1	4	-0.6	0.0	2	9	-2	-2
Cc1ccc(-c2nc3c(=O)n(-c4ccccc4)c4c(c(=O)n(C)c(=O)n4C)c3o2)cc1	-5	-1	-0.6	0	0.7	1.6	2	-5	-14	-16
COc1ccc(N2CCN(C(=O)CCS(=O)(=O)c3ccc(C)cc3)CC2)cc1	-6	-1	-0.8	10	-0.6	0.8	1	7	-2	5
Cc1cccc(C)c1NC(=O)C(c1ccncc1)n1c(=O)c(-c2ccccc2)nc2ccccc21 (stereo not drawn)	nt	nt	-0.7	nt	2.7	-1.3	nt	-2	nt	-30
COC(=O)C(Cc1c[nH]c2ccccc12)NC(=O)CNC(C)=O (stereo not drawn)	-2	0	-0.3	-13	0.1	-0.8	-3	-9	0	-1

8 neighbouring records out of the list so far, quoted:
SMILES	bovine MsrA act	DNMT1 inh	TbMetRS inhib	eLon inh	MsrA inh	LMPTP inh	STEP inh	NRP1-CendR mod	Scp1 inh	SUMO1-SIM PPI
O=C(COC(=O)c1cccc(S(=O)(=O)N2CCCCC2)c1)NCc1ccccc1	-10	2	-0.6	11	-0.6	0.5	3	5	7	0
C/C(=N\NC(=O)c1cccc(C)c1O)c1ccc(NC(=O)Cc2ccccc2)cc1	-1	2	0.3	-2	0.4	-0.3	2	-6	-9	-1
COc1cccc(NC(=O)CN(C)C(=O)/C=C/c2ccc3ccccc3n2)c1	-9	-13	-0.1	-10	0.1	2.7	-1	-11	6	-13
Cc1cc(C)nc(SC(C(=O)O)c2ccccc2)n1 (stereo not drawn)	-13	0	-1.1	4	-0.6	0.0	2	9	-2	-2
Cc1ccc(-c2nc3c(=O)n(-c4ccccc4)c4c(c(=O)n(C)c(=O)n4C)c3o2)cc1	-5	-1	-0.6	0	0.7	1.6	2	-5	-14	-16
COc1ccc(N2CCN(C(=O)CCS(=O)(=O)c3ccc(C)cc3)CC2)cc1	-6	-1	-0.8	10	-0.6	0.8	1	7	-2	5
Cc1cccc(C)c1NC(=O)C(c1ccncc1)n1c(=O)c(-c2ccccc2)nc2ccccc21 (stereo not drawn)	nt	nt	-0.7	nt	2.7	-1.3	nt	-2	nt	-30
COC(=O)C(Cc1c[nH]c2ccccc12)NC(=O)CNC(C)=O (stereo not drawn)	-2	0	-0.3	-13	0.1	-0.8	-3	-9	0	-1

Screening results from PubChem.
